ALOX15B inhib – inhibitors of human 15-lipoxygenase 2 (ALOX15B); O15296; purified 15hLO-2, xylenol orange hydroperoxide absorbance; Potency, µM (highest dose often 57.1 µM), for the others: at the top dose activity change, negative = inhibition, hits mostly inhibitors; 0.56% of 110,000 active; AID 881; further: potency means the concentration at half of the fitted maximal effect; nearly all actives have a fitted effect of over 60% in size; many of its hits are not listed in these tables
Target sequence (O15296 whole entry, looked up): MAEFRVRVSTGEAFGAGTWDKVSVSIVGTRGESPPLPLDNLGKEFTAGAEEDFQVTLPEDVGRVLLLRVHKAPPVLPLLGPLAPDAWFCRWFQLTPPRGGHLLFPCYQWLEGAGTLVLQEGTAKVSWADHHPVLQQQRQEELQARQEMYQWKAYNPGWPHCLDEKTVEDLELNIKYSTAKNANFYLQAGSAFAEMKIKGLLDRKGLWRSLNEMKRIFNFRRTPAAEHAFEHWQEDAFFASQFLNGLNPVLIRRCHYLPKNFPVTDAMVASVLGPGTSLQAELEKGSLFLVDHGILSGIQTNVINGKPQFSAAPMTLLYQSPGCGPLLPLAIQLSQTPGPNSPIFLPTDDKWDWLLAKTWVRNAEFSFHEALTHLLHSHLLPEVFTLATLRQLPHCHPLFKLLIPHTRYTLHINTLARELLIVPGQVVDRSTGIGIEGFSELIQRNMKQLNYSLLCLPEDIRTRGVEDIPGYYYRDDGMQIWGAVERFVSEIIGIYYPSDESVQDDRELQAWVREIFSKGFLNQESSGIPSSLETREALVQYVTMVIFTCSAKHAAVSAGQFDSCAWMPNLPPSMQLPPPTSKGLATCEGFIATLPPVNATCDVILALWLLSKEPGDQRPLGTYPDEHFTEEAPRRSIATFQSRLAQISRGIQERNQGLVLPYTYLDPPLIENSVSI
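Read-out: hydroperoxide product oxidises ferrous iron, measured as xylenol orange complex via the 573-to-405 nm absorbance ratio after 30 min. Reaction: 50 nM enzyme, 15 min compound preincubation, 45 uM arachidonic acid, 90 min RT, Hepes pH 7.5 with Triton X-100.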
IMPase inh – cell-permeable inhibitors of inositol monophosphatase (IMPase); P97697; CHO-M1 cells, IP1 accumulation, HTRF TR-FRET ratio; inhibition (IP1 accumulation), % at 46.1 µM; 120,000 tested, under 10 active; AID 901; active means well fitted curve in the direction sought with a large enough effect in the signal ratio, not every such curve was filed as active; inconclusive means small, poorly fitted or top-dose-only effect, or a change in a side signal; inactive means no such curve, though single readings can be large or run the other way; the % refers to the signal ratio;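 further: cells stimulated with carbachol in lithium chloride buffer; plate controls were DMSO basal wells for no effect and reference inhibitor wells for full effect; higher means more IMPase inhibition seen as more IP1 and lower FRET ratio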
Target sequence (P97697 whole entry, looked up): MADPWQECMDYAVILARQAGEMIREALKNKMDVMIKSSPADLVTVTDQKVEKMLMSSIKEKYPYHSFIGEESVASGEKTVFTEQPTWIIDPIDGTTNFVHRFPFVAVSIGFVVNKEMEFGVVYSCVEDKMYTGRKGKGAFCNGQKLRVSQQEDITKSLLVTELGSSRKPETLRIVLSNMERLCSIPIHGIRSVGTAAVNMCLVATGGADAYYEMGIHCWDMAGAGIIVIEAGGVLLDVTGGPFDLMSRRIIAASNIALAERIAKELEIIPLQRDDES
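CHO-M1 cells (CHO stably expressing M1 receptor), compound up to 46 uM final, stimulated with carbachol (50 uM as added) in buffer with 50mM LiCl, pH 7.4, 30 min at 37C. Cytosolic IP1 read by TR-FRET; AC50 from Hill fits.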
ALOX12 inhib – 12-hLO (ALOX12) enzyme inhibition; AID 1452; P18054; Potency, µM (top dose mostly 57.1 µM), for inactives: at the top dose activity change, negative = inhibition, most hits filed as inhibitors; 0.12% of 150,000 active; purified 12-hLO, xylenol orange hydroperoxide absorbance; further: potency means the concentration at half of the fitted maximal effect; nearly all actives have a fitted effect of over 55% in size; many of its hits are not listed in these tables
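Hydroperoxide formation by human 12-lipoxygenase from 40 uM arachidonic acid was followed colorimetrically via ferric-xylenol orange complex, using the 573/405 nm absorbance ratio. Enzyme concentration was 150 nM, with 30 min reaction at room temperature.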
PNC inhibitor – blocks assembly of the perinucleolar compartment; PC3M PTB-GFP, PNC prevalence imaging, 16 h; hits give low values; activity change (PNC), negative = inhibition, % at 10 µM; 3.1% of 140,000 active; AID 2417;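 active means readout at or below -70, meaning at least 70% loss of cells showing the perinucleolar compartment, a nuclear body marking cancer cells; inconclusive means readout between -30 and a set limit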;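 further: plate controls were DMSO wells for no effect and camptothecin positive control wells for full effect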
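Compounds are pinned in duplicate onto adhered PC3M cells stably expressing GFP-tagged PTB and incubated 16 h at 37 C. Cells are then fixed, nuclei stained with Hoechst, and PNC-positive cells counted.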
Active calls of the source: *; ? = inconclusive; . = not tested or not shown; [ ] = remark or other dose. Unless noted, the call rests on the fitted dose curve; in most records, active means well fitted curve in the direction sought with a large enough effect; inconclusive means small, poorly fitted or top-dose-only effect, or another doubt; inactive means no such curve, though single readings can be large; an effect the other way counts as inactive or inconclusive. Unless noted, on the % scale 0 is the no-effect control and ±100 the full control effect. These rows are one share of the data, so the mix of outcomes need not match the whole.

Structure | ALOX15B inhib | IMPase inh | ALOX12 inhib | PNC inhibitor
Cc1cc(C)c2[nH]c(=O)c(CN(Cc3nnnn3C3CCCC3)C3CCCCC3)cc2c1 | 12% | 9 | -8% | 6
O=C(COc1ccccc1)OCc1cc2ccccc2[nH]c1=O | 4% | 0 | -3% | 28
CC(C)Nc1nc(SCC(N)=O)nc(N2CCOCC2)n1 | 1% | -4 | 9% | 62
O=C(Cc1ccc(F)cc1)NCCc1ccccc1 | 4% | -2 | 0% | 11
CC(C)Cn1c(-c2ccco2)csc1=Nc1cccnc1 | -2% | 2 | -5% | -29
O=C1c2ccccc2C(=O)C1Cc1cccc2ccccc12 | -8% | 2 | -1% | ?
COc1cc(-n2nc(C)c3c2OC(N)=C(C#N)C3c2ccccc2)c(Cl)c(Br)c1O (centres undefined) | -9% | 3 | -8% | -12
COc1ccc(NC(=O)CN(C)S(=O)(=O)c2ccccc2)cc1 | 4% | -3 | -4% | -11
CCCCn1c(/N=C/c2ccccc2NS(=O)(=O)c2ccc(C)cc2)nc2ccccc21 | . | -10 | -1% | ?
O=C(CSc1nnc(-c2ccccc2F)n1C1CC1)NC(=O)c1cccc([N+](=O)[O-])c1 | . | 7 | -3% | -12
S=C(NCCc1ccccc1)NC1CC1 | . | . | -5% | 8
O=C(Nc1nnc(SCc2ccccc2)s1)c1cccs1 | -9% | -2 | 1% | ?
Nc1ccn([C@@H]2O[C@H](CO)[C@@H](OP(=O)(O)O)[C@H]2O)c(=O)n1 | 2% | 2 | -8% | .
COC(=O)/C=C/S(=O)(=O)c1ccc(NC(C)=O)cc1 | -19% | 5 | -10% | -7
CCNC(=O)Cn1cnc2c1c(=O)n(C)c(=O)n2C | 7%[2.29 µM] | -2 | -8% | ?
CCOC(=O)/C(C(=O)Nc1ccc(Br)cc1)=C1/NC(C)(C)Cc2ccccc21 | . | . | -1% | -20
Cc1ccc(C)c(S(=O)(=O)NCc2ccc(C(=O)NCc3ccccn3)cc2)c1 | 3% | 2 | -4% | 46
O=C(Nc1cccc2ccccc12)OC1C=CS(=O)(=O)C1 (centres undefined) | . | 3 | -1% | 54
CCCCn1c(CNC(=O)C23CC4CC(CC(C4)C2)C3)nnc1SC(C)CC (centres undefined) | . | 0 | -1% | ?
CC1CC(C)CN(C(=O)c2cc3c(s2)CCC3)C1 (centres undefined) | -2% | -4 | -4% | -7
Cc1nc2ccccc2c2oc(C(=O)N3CCN(C(=O)c4ccco4)CC3)cc12 | -4% | -3 | 3% | 27
COC(=O)c1ccn(-c2nc(-c3ccco3)cc(C(F)(F)F)n2)n1 | -4% | 2 | -3% | -11
COCCN1C(=O)c2ccc(C(=O)NCc3cccnc3)cc2C1=O | -2% | 8 | -1% | -18
O=C(C1CCN(CCCc2ccccc2)CC1)N1CCCCC1 | -1% | 2 | -19% | 63
O=C(O)c1cc(-c2ccccc2)n[nH]1 | . | -9 | 4% | 3
O=CN(Cc1ccco1)C1(C(=O)NC2CCCCC2)CCCCC1 | 9% | 12 | -2% | 5
Cn1c(SCC(=O)N/N=C/C=C\c2ccccc2[N+](=O)[O-])nc2ccccc21 | . | -2 | -4% | -24
CC1CCN(c2cc(N3CCC(C)CC3)c([N+](=O)[O-])cc2/C=C(\C#N)c2nn(-c3ccccc3)c(N)c2C#N)CC1 | -12% | -4 | -6% | 43
O=C(/C=C/c1c(Cl)cccc1Cl)n1cccn1 | . | 12 | -6% | -95*
CC(=O)NC1(C(F)(F)F)NC(=O)N(CC(C)C)C1=O (centres undefined) | 1% | 10 | -2% | 36
COc1ccc(/C=N/OCC(=O)Nn2c(C)nc3ccccc3c2=O)cc1 | . | . | 3% | 7
COc1cnc(-c2ccccn2)nc1Oc1ccc(Cl)c2ccccc12 | 59%[activator] | 0 | 8% | 47
CCn1c2ccccc2c2cc(NC(=O)c3ccc(C)c([N+](=O)[O-])c3)ccc21 | . | . | -1% | 59
CC(C)OC(=O)c1c(NC(=O)CCn2nnc3ccccc32)sc2c1CCCC2 | 6%[2.29 µM] | 10 | -4% | ?
COc1ccc(C(=O)NCC(=O)OCC(=O)NC(=O)NC2CCCCC2)cc1OC | 9% | -3 | -4% | -3
CC(C)Cn1c(=O)c2c(c3ccccc31)OC(C)C(=O)N2 (centres undefined) | . | ? | -8% | -10
CCN(CC)S(=O)(=O)c1ccc(S(=O)(=O)Nc2cc3c(cc2C(C)=O)OCO3)cc1 | -10% | 15 | -4% | -16
CCCCN(CCCNc1ncnc2nc[nH]c12)c1ccccc1 | . | -5 | -1% | 31
O=C(NC(CC(=O)N1CCN(c2ccc([N+](=O)[O-])cc2)CC1)c1ccccc1)c1ccccc1Cl (centres undefined) | . | . | -1% | -6
COc1cccc(CNCCN2CCOCC2)c1OC | 8% | 23 | -6% | 22
CCn1cc(/C=N/NC(=O)c2ccc3c(c2)OCO3)cn1 | . | . | -3% | 66
C/C(=N/OC(=O)c1ccc(F)cc1)c1ccc(C)cc1 | 2% | 3 | -5% | 7
COc1cc(NC(=S)NCCC(c2ccccc2)c2ccccc2)cc(OC)c1 | . | . | 22µM* | 24
COc1ccc(-n2nnnc2SCC(=O)Nc2cccc(C)n2)cc1OC | -2% | -4 | -6% | -8
COCCNc1ccnc(-c2ccccc2CN(C)C)n1 | 1% | . | 0% | .
CCN(CC)C(=S)NC(=O)c1ccc(OC)c(Br)c1 | . | . | -1% | 33
CCCn1nc2cc(C(=O)N(CC)c3ccc(OC)cc3)ccc2c1OCC | -4% | -7 | 2% | -12
COc1cc(O)c2c(c1)OC(C)(C)CC2=O | 6%[2.29 µM] | 9 | -9% | 3
Cc1c(S(=O)(=O)N2CCOCC2)c(=O)n(C)c(=O)n1C | 0% | 15 | 1% | -18
N/C(=N\OC(=O)c1cccc(Br)c1)c1ccc(Br)cc1 | 2% | 11 | -1% | 3

Carrying on.
Structure | ALOX15B inhib | IMPase inh | ALOX12 inhib | PNC inhibitor
O=C1CC(C(=O)N2CCOCC2)C2(CCCC2)O1 (centres undefined) | 8% | -5 | -3% | ?
O=C(c1cccc(Cl)c1)N1CCC(=O)N([C@H](COCc2cccc(Cl)c2)Cc2ccccc2)CC1 | 14%[0.0915 µM] | . | -3%[0.00818 µM] | .
c1ccc(CNc2ccnc(-c3ccc4c(c3)OCO4)n2)cc1 | 12% | . | 1% | .
O=C1NC(=O)C(CC(=O)N(Cc2cccs2)C2(C(=O)NC3CCCCC3)CCCCC2)N1 (centres undefined) | . | 1 | -3% | ?
O=C(CN1C(=O)NC(Cc2ccccc2)C1=O)NC(=O)NC1CCCCC1 (centres undefined) | -1% | 2 | 0% | 14
Cc1ccc(S(=O)(=O)Cn2nnnc2C(C(C)C)N2CCc3ccccc3C2)cc1 (centres undefined) | -20% | 5 | -9% | ?
CCOC(=O)C1=C(C)Nc2nc3ccccc3n2C1c1ccncc1 (centres undefined) | 41%[activator] | 10 | 2% | ?
O=C(/C=C/c1ccc(Cl)cc1)NC(=S)Nc1ccc(NC(=O)c2ccco2)cc1 | . | -6 | -3% | -112*
COCc1nnc(NC(=O)c2ccc(S(=O)(=O)N3CCCCCC3)cc2)o1 | 13% | -16 | -3% | ?
O=C(/C=C/c1ccccc1)N1CCC[C@H]1CO | . | . | -1% | 23

Some of the entries so far, as labelled records.
SMILES: c1ccc(CNc2ccnc(-c3ccc4c(c3)OCO4)n2)cc1
  ALOX15B inhib: 12% | IMPase inh: . | ALOX12 inhib: 1% | PNC inhibitor: .

SMILES: O=C1NC(=O)C(CC(=O)N(Cc2cccs2)C2(C(=O)NC3CCCCC3)CCCCC2)N1 (centres undefined)
  ALOX15B inhib: . | IMPase inh: 1 | ALOX12 inhib: -3% | PNC inhibitor: ?

SMILES: O=C(CN1C(=O)NC(Cc2ccccc2)C1=O)NC(=O)NC1CCCCC1 (centres undefined)
  ALOX15B inhib: -1% | IMPase inh: 2 | ALOX12 inhib: 0% | PNC inhibitor: 14

SMILES: Cc1ccc(S(=O)(=O)Cn2nnnc2C(C(C)C)N2CCc3ccccc3C2)cc1 (centres undefined)
  ALOX15B inhib: -20% | IMPase inh: 5 | ALOX12 inhib: -9% | PNC inhibitor: ?

(cont.)
Second line of a record – ALOX15B inhib | IMPase inh | ALOX12 inhib | PNC inhibitor
- Cc1ccc(Cl)cc1N1CCN(C(c2cccnc2)c2nnnn2C2CCCCC2)CC1 (centres undefined)
→ 57%[activator] | 5 | -4% | ?
- N#CCCn1c(=O)c(-c2cccc(C#N)c2)nc2cnc(Oc3ccccc3)nc21
→ -2% | . | -4% | .
- COc1ccc(-c2noc(C3CCCN(C(=O)c4ccccc4OC)C3)n2)cc1OC (centres undefined)
→ -11% | 3 | -5% | 11
- COc1ccc(C2CC3(CC(C)(C)NC(SC)=N3)Oc3cc(O)cc(C)c32)cc1 (centres undefined)
→ . | . | 2% | -26
- CCN(CCNC(=O)Cn1cc2c(n1)CCCC2)c1ccccc1
→ -1% | -1 | 5% | -14
- CCOC(=O)C1=NNC(C(=O)c2ccc(C)cc2)C1c1ccc(OC)cc1 (centres undefined)
→ -14% | 5 | -4% | -5
- CCN1C(=O)CC(N2CCC(Cc3ccccc3)CC2)C1=O (centres undefined)
→ 4% | -13 | -4% | ?
- O=C(Nc1ccc(Cl)cc1)N(Cc1nnc2n1CCCCC2)c1ccccc1
→ 1% | -1 | -2% | 0
- CC(=O)Nc1ccc(-c2cc(C(=O)O)c3cc4ccccc4cc3n2)cc1
→ -15%[11.4 µM] | . | 1%[11.4 µM] | .
- CC(C)Oc1ccc(C(=O)Nc2ccc(C(F)(F)F)n(C)c2=O)cc1
→ . | 4 | -4% | 31
- Cc1ccc2cc(C(c3nnnn3CC3CCCO3)N3CCc4ccccc4C3)c(=O)[nH]c2c1 (centres undefined)
→ -22% | 0 | -13% | 23
- Cn1ccc(O)c(C#N)c1=O
→ 0% | 0 | 6% | .
- CN(C)c1nc2c(c(=O)[nH]c(=O)n2C)n1Cc1ccc(F)cc1
→ -4% | 1 | 1% | -21
- CC(C)C(C(=O)Nc1ccc(N2CCOCC2)cc1)N1C(=O)c2ccccc2C1=O (centres undefined)
→ -4% | 1 | -12% | -29
- COc1ccc(OC)c(NC(=O)CSc2nnnn2-c2ccc3c(c2)OCO3)c1
→ 4%[11.4 µM] | -11[1.84 µM] | 1% | ?
- CC(C)(C)n1nnnc1C(c1ccncc1)N1CCN(c2ccc(O)cc2)CC1 (centres undefined)
→ -23% | 9 | -18% | 15
- N#Cc1cccc(NC(=O)N2CCCC3(CCN(C(=O)c4cnccn4)CC3)C2)c1
→ 7% | . | 2% | .
- Cc1ccccc1OCC(=O)Nc1ccccc1N1CCOCC1
→ . | 3 | -4% | ?
- Cc1cc(C)nc(SCc2cc(=O)c(OC(=O)c3cc([N+](=O)[O-])ccc3Cl)co2)n1
→ . | 6 | -14% | 6
- CN(C)/C=N/c1sc2c(c1C#N)CC(C)(C)NC2(C)C
→ . | -6 | -5% | ?
- COc1ccc(/C=C/C(=O)c2ccc(NS(=O)(=O)c3ccc(C)cc3)cc2)cc1O
→ . | . | -27% | -15

Compound activity deposited in PubChem BioAssay by National Center for Advancing Translational Sciences (NCATS).
